Screens (PubChem)
BLM inh = qHTS Assay for Inhibitors of Bloom's syndrome helicase (BLM). RecQ-like DNA helicase BLM (Homo sapiens), P54132. recombinant BLM DNA unwinding, fluorescence dequenching. Potency, µM (series often up to 56.1 µM), inactives show at the top dose activity change, negative = inhibition, actives largely listed as inhibitors. actives 0.2% (n = 350,000). AID 2528, 2010;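 further: potency means the concentration at half of the fitted maximal effect; plate controls were vehicle for no effect and no enzyme for full effect; nearly all actives have a fitted effect of over 35% in size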
ALOX12 inh = Primary qHTS assay for inhibitors of human arachidonate 12S-lipoxygenase (ALOX12): Round 2; Polyunsaturated fatty acid lipoxygenase ALOX12 (Homo sapiens), P18054; purified 12hLO, xylenol orange hydroperoxide absorbance; Potency, µM (doses to about 108 µM), inactives show at the highest dose activity change, negative = inhibition, hits mostly inhibitors; actives 1.1% (n = 580,000); AID 1671190, 2021; further: potency means the concentration at half of the fitted maximal effect; on the % scale 0 is the no-effect control and ±100 the full control effect
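Hydroperoxide product was detected by ferrous iron/xylenol orange as the 573 to 405 nm absorbance ratio. Arachidonic acid at 40 uM (final) was turned over for 30 min at room temperature by 150 nM human 12hLO, pH 7.0 Hepes buffer, after 15 min compound preincubation.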
Pol kappa inh = qHTS for Inhibitors of Polymerase Kappa | actives 0.53% (n = 400,000) | AID 588579, 2011 | purified Pol kappa, fluorescent DNA synthesis assay, 10 min | DNA polymerase kappa (Homo sapiens), Q9UBT6 | Potency, µM (doses to about 107 µM), without a hit: at the highest dose activity, negative = inhibition, actives largely listed as inhibitors; further: potency means the concentration at half of the fitted maximal effect; on the % scale 0 is the no-effect control and ±100 the full control effect
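Here, compound and 10 nM enzyme are combined for 15 min at room temperature; adding 50 nM substrate (final) starts DNA synthesis, tracked by fluorescence at 0 and 10 min against buffer-only wells.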
ERG-DNA inh = qHTS for Small Molecule Inhibitors of the ERG Ets/DNA interaction | actives 0.028% (n = 370,000) | Transcriptional regulator ERG (Homo sapiens), P11308 | AID 624246, 2012 | Potency, µM (top dose mostly 76.9 µM), for the others: at the highest dose FP activity, negative = inhibition, hits mostly inhibitors | fluorescence polarization, His-ERG Ets domain / labelled DNA; active means well fitted inhibition curve with a large enough effect in the polarisation, with a control signal flat; inconclusive means small, poorly fitted or top-dose-only effect, or effect the other way, or a change in a side signal; inactive means no such curve, though single readings can be large or run the other way; the % refers to the polarisation;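 further: polarization taken with two DNA probes labelled with fluorescein and Texas red; potency means the concentration at half of the fitted maximal effect; % of control where 0% means no effect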
Target sequence (P11308 whole entry, looked up, the tested form may be a part): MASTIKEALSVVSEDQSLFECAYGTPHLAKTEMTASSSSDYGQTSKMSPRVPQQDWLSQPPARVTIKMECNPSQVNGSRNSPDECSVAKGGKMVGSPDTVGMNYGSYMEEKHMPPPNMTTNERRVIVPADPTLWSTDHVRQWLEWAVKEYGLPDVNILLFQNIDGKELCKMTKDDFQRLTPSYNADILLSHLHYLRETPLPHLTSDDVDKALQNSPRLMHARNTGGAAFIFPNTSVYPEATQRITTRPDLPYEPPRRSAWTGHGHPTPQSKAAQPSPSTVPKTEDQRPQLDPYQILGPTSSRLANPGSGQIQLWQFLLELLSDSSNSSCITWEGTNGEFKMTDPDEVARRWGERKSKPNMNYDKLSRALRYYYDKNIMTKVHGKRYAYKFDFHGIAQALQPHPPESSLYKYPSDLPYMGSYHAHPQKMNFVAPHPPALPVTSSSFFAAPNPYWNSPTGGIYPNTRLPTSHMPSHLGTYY
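His-tagged ERG Ets domain (1 uM in the protein solution; 300mM KCl, 50mM Tris-HCl, 1mM EDTA, 1mM DTT, pH 7.5) received compound, then a probe mix of 5 nM fluorescein-DNA and 100nM Texas-615-DNA. Fluorescence polarization was read for both dyes.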
Pol beta inh = qHTS Assay for Inhibitors of DNA Polymerase Beta; P06746; Pol beta primer extension/strand displacement, fluorescence kinetic; Potency, µM (doses to about 114 µM), inactives show top-dose activity change, negative = inhibition, actives largely listed as inhibitors; actives 1.3% (n = 340,000); AID 485314, 2010; further: potency means the concentration at half of the fitted maximal effect; on the % scale 0 is the no-effect control and ±100 the full control effect
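Reaction started by 50 nM substrate onto compound-treated Pol beta (10 nM, 15 min preincubation, room temperature); plates read at 0 min and 10 min. Normalized concentration-effect data fitted by four-parameter Hill equation.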
Pol iota inh = qHTS for Inhibitors of Polymerase Iota | DNA polymerase iota (Homo sapiens), Q9UNA4 | Pol iota fluorescent replication assay, 10 min | Potency, µM (highest dose often 115 µM), for inactives: at the highest dose activity, negative = inhibition, actives largely listed as inhibitors | actives 1% (n = 390,000) | AID 588590, 2011; further: potency means the concentration at half of the fitted maximal effect
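Pol iota at 10 nM preincubated 15 min with compounds at room temperature; reaction started with fluorescent substrate, 50 nM final. Fluorescence read kinetically at 0 and 10 min; buffer-only wells as negative control.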
TRHR agonist = qHTS for Small Molecule Agonists and Allosteric Enhancers of Human TRH Receptor: Primary Screen for Agonists | TRHR cells, calcium flux fluo-8, FDSS agonist mode | AID 493084, 2011 | activation, % at 2 µM | actives 0.18% (n = 360,000) | Thyrotropin-releasing hormone receptor (Homo sapiens), P34981; in the data active means activation above about 30%; further: 0% is about no effect
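In this calcium-flux screen, cells bearing human TRHR are dye-loaded with fluo-8, baselined for 10 cycles, then exposed to library compounds; positive kinetic calcium responses during the agonist phase mark hits, with TRH as control.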
APEX1 inh = qHTS Assay for Inhibitors of the Human Apurinic/apyrimidinic Endonuclease 1 (APE1); DNA repair nuclease/redox regulator APEX1 (Homo sapiens), P27695; recombinant APE1, TAMRA/BHQ-2 abasic DNA cleavage fluorescence; Potency, µM (titrated, usually from 65.8 µM), without a hit: top-dose activity change, negative = inhibition, actives largely listed as inhibitors; actives 0.35% (n = 350,000);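 further: potency means the concentration at half of the fitted maximal effect; plate controls were vehicle for no effect and reference inhibitor for full effect; nearly all actives have a fitted effect of over 55% in size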
Target sequence (P27695 whole entry, looked up): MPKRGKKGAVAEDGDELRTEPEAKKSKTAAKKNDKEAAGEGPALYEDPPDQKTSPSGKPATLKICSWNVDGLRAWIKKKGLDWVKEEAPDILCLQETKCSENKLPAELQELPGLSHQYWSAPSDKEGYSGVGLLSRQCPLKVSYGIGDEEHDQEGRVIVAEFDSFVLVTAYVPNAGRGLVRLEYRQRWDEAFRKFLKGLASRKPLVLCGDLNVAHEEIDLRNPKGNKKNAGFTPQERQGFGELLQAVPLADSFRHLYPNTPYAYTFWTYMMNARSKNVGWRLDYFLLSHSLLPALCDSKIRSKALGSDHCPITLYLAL
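Measures dequenching upon AP-site incision of a 5'-TAMRA/3'-BHQ-2 THF-containing duplex, 50 nM; human APE1 0.75 nM after 15 min room-temperature exposure to compound; kinetic three-point read at one-minute spacing.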
Anesthetic bind = qHTS Assay for Identification of Novel General Anesthetics. AID 485281, 2010. Potency, µM (doses to about 77.5 µM), for the others: at the highest dose activity change, negative = displacement, most hits filed as inhibitors. apoferritin/1-aminoanthracene competitive binding, fluorescence. actives 0.074% (n = 350,000). Ferritin light chain (Equus caballus), P02791; further: potency means the concentration at half of the fitted maximal effect; on the % scale 0 is the no-effect control and ±100 the full control effect; nearly all actives have a fitted effect of over 20% in size
Target sequence (P02791 2-175 limits assumed): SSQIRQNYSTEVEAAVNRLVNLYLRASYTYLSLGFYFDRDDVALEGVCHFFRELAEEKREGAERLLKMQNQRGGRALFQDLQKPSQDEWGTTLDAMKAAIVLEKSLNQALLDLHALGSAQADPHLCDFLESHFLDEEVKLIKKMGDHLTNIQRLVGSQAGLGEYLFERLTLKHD
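Apoferritin-based anesthetic binding model; compound displacement of fluorescent 1-AMA measured as endpoint fluorescence after 10 minutes at room temperature, scaled to free-ligand and complex controls.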
* hit, by the source's call; u = inconclusive; x = not tested or not shown; & = joins results of further samples; [ ] = dose if it differs, or a comment. Unless noted, the call rests on the fitted dose curve; in most records, active means well fitted curve in the direction sought with a large enough effect; inconclusive means small, poorly fitted or top-dose-only effect, or another doubt; inactive means no such curve, though single readings can be large; an effect the other way counts as inactive or inconclusive. This is a subset; the hit share may differ from the screen's.

1	CCOc1ccc(N(CC(=O)NCc2cccnc2)S(=O)(=O)c2ccc(F)cc2)cc1
2	COc1ccc(C(=O)CN2C(=O)NC(C)(c3ccccc3)C2=O)cc1OC (stereo not drawn)
3	CCn1cc(CNC(=O)c2c(-c3c(Cl)cccc3Cl)noc2C)c(C)n1
4	O=S1(=O)CCN2C=C(Cl)C=C(Cl)C2=N1
5	NC(=O)CSc1nnnn1-c1cccc(O)c1
6	CCCCCn1c(CN2CC(C)OC(C)C2)nc2c1c(=O)n(C)c(=O)n2C (stereo not drawn)
7	CSc1ncc(C(=O)Nc2cccc(Cl)c2C)c(-c2ccccc2)n1
8	Cc1c(C(=O)OCC2CCCO2)[nH]c2c1C(=O)CC(c1ccc(N(C)C)cc1)C2 (stereo not drawn)
9	CCCc1nnc(NC(=O)c2cc(=O)c3cc(Cl)ccc3o2)s1
10	Nn1c(SCC(=O)Nc2ccc(F)cc2F)nnc1-c1cccnc1

assay / entry	1	2	3	4	5	6	7	8	9	10
BLM inh	-1%	-1%	1%	2%	-5%	1%	0%	-8%	1%	4%
ALOX12 inh	11%	-7%	9%	3%	0%	-5%	-30%	6.3µM*	-1%	-6%
Pol kappa inh	4%	2%	-18%	1%	-4%[60.1 µM]	-17%	5%	3%	4%	-3%
ERG-DNA inh	2%	9%	-14%	5%	1%	-1%	-3%	0%	1%	-8%
Pol beta inh	29%	42%	29%	25%	7%	-18%	-27%	19%	-10%	-10%
Pol iota inh	3%	5%	19%	113%[activator]	5%	0%	5%	20%	-6%	-3%
TRHR agonist	-0.3	0.6	0.6	0.1	1.6	0.1	-0.4	-0.3	0.1	0.2
APEX1 inh	16%	-2%	1%	6%	x	4%	x	-5%	x	-2%
Anesthetic bind	-6%	-12%	2%	-2%	8%	3%	4%	-15%	-11%	-5%

ALOX12 inh: entries above that show a hit
| cpd | SMILES | BLM inh | ALOX12 inh | Pol kappa inh | ERG-DNA inh | Pol iota inh | TRHR agonist | APEX1 inh | Anesthetic bind |
| --- | --- | --- | --- | --- | --- | --- | --- | --- | --- |
| 8 | Cc1c(C(=O)OCC2CCCO2)[nH]c2c1C(=O)CC(c1ccc(N(C)C)cc1)C2 (stereo not drawn) | -8% | 6.3µM* | 3% | 0% | 20% | -0.3 | -5% | -15% |

(more compounds)
11	COc1ccc(C2/C=C\CN(C(=O)NC(C)C)CC(=O)N2Cc2ccc(F)cc2)cc1 (stereo not drawn)
12	COc1cccc(CNC(=O)CCC2CCCN(Cc3ccc4c(c3)CCO4)C2)c1 (stereo not drawn)
13	CCCCNCc1cc(OCC)c(OCC(N)=O)cc1Br
14	Cc1[nH]c(=O)c(C#N)cc1-c1csc(-c2ccccc2)n1
15	COc1ccc(C(=O)c2cnc(/N=C/N(C)C)s2)cc1
16	CCC(C(=O)NCCCN(CC)Cc1ccccc1)n1nc(C)c2sc3ccccc3c2c1=O (stereo not drawn)
17	CC(C(=O)OCc1nnc(-c2ccccc2)o1)N1C(=O)c2ccccc2C1=O (stereo not drawn)
18	CCN(CC)c1ccc(C(=O)OCc2c(C)noc2C)cc1
19	COc1ccc(NC2=NCCC2)cc1
20	COC(=O)c1ccc(NC2c3ncccc3C(=O)N2Cc2cccs2)cc1 (stereo not drawn)

assay / entry	11	12	13	14	15	16	17	18	19	20
BLM inh	1%&-3%	0%	1%	-1%	-1%	-11%	-2%	-5%	-5%	-17%
ALOX12 inh	5%	-15%	17%	-30%	0%	-1%	u	4%	7%	-9%
Pol kappa inh	-3%&18%	-1%	0%	8%	-12%	-4%	-13%	-4%	-17%	-1%
ERG-DNA inh	6%	-2%	-4%	3%	-3%	-4%	0%	7%	-10%	-2%
Pol beta inh	-9%	-25%	-1%	44%	-4%	33%	6%	-18%	29%	8%
Pol iota inh	-27%&3%	10%	4%[58.9 µM]	3%	5%	9%	13%	95%[activator]	-6%	-17%
TRHR agonist	-0.2	0.1	0.2	-0.1	0.2	-1.0	-0.4	0.2	-0.7	0.0
APEX1 inh	0%&1%	-3%	2%	-14%	0%	13%	12%	-7%	1%	5%
Anesthetic bind	-2%&3%	-2%	-6%	4%	-5%	-13%	u	-10%	-4%	-10%

21	CCOc1ccccc1-n1c(COc2ccc(C)cc2)nnc1SCC(N)=O
22	Cn1nnnc1SCC(=O)c1c(N)n(C)c(=O)n(C)c1=O
23	COc1ccc(S(=O)(=O)N2CCN(CC(=O)Nc3sccc3C(N)=O)CC2)cc1OC
24	COc1cccc(CNc2ncn[nH]2)c1OCc1ccccc1F
25	COc1ccc(C(=O)OCc2c(F)cccc2Cl)cc1S(=O)(=O)N1CCOCC1
26	CCOC(=O)c1[nH]ncc1CN1CCCC(C(=O)c2ccc(OC)cc2C)C1 (stereo not drawn)
27	COC(=O)Nc1nnc(Cc2ccc(OC)cc2)s1
28	O=C(Nc1cc2nn(-c3ccccc3)nc2cc1Cl)c1ccco1
29	OCc1n[nH]c(CO)n1
30	O=C(CCCN1C(=O)c2cccc3cccc(c23)C1=O)N1CCN(c2ccccc2O)CC1

assay / entry	21	22	23	24	25	26	27	28	29	30
BLM inh	0%	3%	x	-1%	x	1%	-3%	-1%	-4%	1%
ALOX12 inh	-6%	216%[activator]	22%	45%[activator]	-54%	-3%	0%	0%	-8%	8%
Pol kappa inh	-14%	-14%	3%	2%	0%	1%	-8%	5%	-7%	-6%
ERG-DNA inh	3%	1%	11%	-9%	6%	-6%	-1%	-7%	-4%	x
Pol beta inh	22%	8%	x	-1%	x	2%	8%	10%	10%	1%
Pol iota inh	-8%[58.9 µM]	14%	6%	177%[activator]	4%	15%	-5%	5%	7%	-20%
TRHR agonist	0.3	0.5	-0.4	0.2	1.1	-0.6	0.6	0.7	-0.1	-0.6
APEX1 inh	-1%	4%	8%	0%	-8%	-2%	0%	9%	-1%	-8%
Anesthetic bind	-4%	-7%	x	-7%	x	-5%	-6%	5%	-1%	-15%

31	COc1ccc(-c2ccc3c(N)c(C(=O)Nc4ccc(C)cc4C)sc3n2)cc1OC
32	O=c1ccc2ccc(Oc3ccc([N+](=O)[O-])cc3[N+](=O)[O-])cc2o1
33	Cc1cccc(N(CC(=O)NC2CCCC2)C(=O)c2cc3cc4cccc(C)c4nc3s2)c1C
34	CCc1ccc(C(=O)COC(=O)CNC(=O)C2CCCCC2)cc1
35	CC(=O)Nc1c(NC(C)C)c2ccccc2oc1=O
36	O=C(NCc1ccc(N2CCCC2=O)cc1)c1cn(CCc2ccccc2)nn1
37	COc1ccc(-c2nn(C)c3sc(C(=O)N4CCN(c5cc(Cl)ccc5C)CC4)cc23)cc1OC
38	O=c1[nH]c(CSc2nnc(Cc3ccccc3)o2)nc2ccccc12
39	O=C(OCC(=O)N1CCCCC1)c1ccccc1SCC(=O)N1CCCCC1
40	CN(CCCNC(=O)CN1C(=O)CC(C)(C)S(=O)(=O)c2ccccc21)C1CCCCC1

assay / entry	31	32	33	34	35	36	37	38	39	40
BLM inh	-11%	-4%	-8%	x	0%	1%	-9%	1%	2%	-2%
ALOX12 inh	-10%	x	23%	-22%	0%	-25%	-24%	-6%	-7%	3%
Pol kappa inh	-10%	x	-4%	-21%&5%	-10%	2%	-6%	2%	-12%	12%
ERG-DNA inh	9%	x	-4%	-14%	6%	2%	0%	-1%	0%	4%
Pol beta inh	u	5%	45%	x	14%	7%	22%	52%	34%	-11%
Pol iota inh	-19%	x	2%	u	1%	9%	4%	-22%	125%[activator]	-2%
TRHR agonist	0.7	0.6	x	0.2	-0.2	0.2	0.6	-0.2	0.0	0.1
APEX1 inh	x	-2%	23%	30%	3%	7%	x	11%	1%	1%
Anesthetic bind	139%[activator]	-8%	-7%	x	-6%	4%	-2%	-3%	-18%	-17%

41	COc1ccc(/C(C)=N/N=C2/NC(=O)CC(C(=O)O)S2)cc1 (stereo not drawn)
42	COc1ccc(C2/C(=C(\O)c3cc(C)ccc3C)C(=O)C(=O)N2CCN(C)C)cc1OC (stereo not drawn)
43	C=CCn1c(SC)nnc1-c1cccc([N+](=O)[O-])c1
44	CN1CCC(=NNC(=O)C(=O)NC2CCCC2)CC1
45	Cn1ccnc1SCC(=O)Nc1ccc2nc(SCC(=O)NC3CC3)sc2c1

assay / entry	41	42	43	44	45
BLM inh	5%	-5%	0%	-3%	-2%
ALOX12 inh	26%	u	8%	1%	x
Pol kappa inh	-8%	9%	-1%	-1%	-13%
ERG-DNA inh	-5%	-5%	-7%	-5%	0%
Pol beta inh	15%	33%	26%	2%	2%
Pol iota inh	97%[activator]	-6%	26%	1%	2%
TRHR agonist	0.2	-0.4	-0.6	-0.4	0.2
APEX1 inh	14%	-4%	11%	2%	3%
Anesthetic bind	2%	-11%	-15%	-7%	-11%
